NCI-60 one-dose screen, 48 h, at 10 µM unless noted. Numbers give growth in % (100 = growth as untreated, 0 = no growth, -100 = all killed).
UO-31 – UO-31 renal cancer; 81,000 tested, 5.2% active
786-0 – 786-0 renal cancer cells. AID 1794775. 81,000 tested, 5.1% active
TK-10 – TK-10 renal cancer cells. 81,000 tested, 3.9% active
OVCAR-5 – OVCAR-5 ovarian cancer | 82,000 tested, 2.9% active
OVCAR-4 – OVCAR-4 ovarian cancer cells; 80,000 tested, 3.7% active
SK-OV-3 – SK-OV-3 ovarian cancer cells | 80,000 tested, 3.2% active
SN12C – SN12C renal cancer cells. 81,000 tested, 3.8% active
IGROV1 – IGROV1 ovarian cancer; 79,000 tested, 4.7% active; AID 1794786
Active calls of the source: *; x = no result given; & = joins results of further samples; [ ] = remark or other dose. How the source made its calls: active means growth percent below 10; inactive means the rest. Hits appear at their usual frequency (roughly 8.7% active in at least one column).

smiles	UO-31	786-0	TK-10	OVCAR-5	OVCAR-4	SK-OV-3	SN12C	IGROV1
Fc1ccc2nc(Cl)c(Cn3nnnc3Cc3ccccc3)cc2c1	49	86	107	94	82	89	88	59
CCSc1nc(Cl)c(C#N)c(-c2ccc(F)cc2)n1	86	99	101	98	98	100	95	99
COc1c2occc2cc2ccc(=O)oc12	104	107	116	100	87	107	98	113
Cc1c(-c2nnc(/C=C/c3ccccc3)o2)nnn1-c1ccc([N+](=O)[O-])cc1	80	71	99	93	111	93	91	114
COc1cc(/C=C/C(=O)c2ccc(NC(=O)CSc3nnc(-c4c[nH]c5ccccc45)n3-c3ccccc3)cc2)cc(OC)c1OC	75	96	117	108	93	121	74	49
COC(=O)[C@@H](Cc1ccccc1)n1cc(COC(=O)c2cccc3c(=O)c4ccccc4[nH]c23)nn1	74	98	x	97	99	97	93	98
COc1ccc(F)cc1/C=C/C(=O)/C=C(O)/C=C/c1cc(F)ccc1OC	90	108	125	115	84	106	92	99
CC(C)CCC(NS(=O)(=O)c1cc(I)c(N)c(I)c1)C(=O)O (stereo not given)	85	106	99	100	113	101	x	102
Cc1ccc(C(=O)Nc2ccc(-c3nc(N4CCOCC4)c4c5c(sc4n3)CCCC5)cc2)cc1	68	105	123	98	81	109	92	97
COc1cc(C2CC(=O)Nc3c2cnn3Cc2ccco2)cc2c1OCCO2 (stereo not given)	97	98	102	86	94	98	91	56
COc1cnc2c(c1)C(=O)c1c-2n(CCCN2CCOCC2)c(=O)c2cc(F)ccc12	-47*	-60*	x	-13*	16	-25*	12	12
CC(=O)Nc1ccccc1C(=O)O	86	107	101	106	97	107	95	110
CCC(CC)COC(=O)c1ccccc1C(=O)OCC(CC)CC	90	97	119	105	107	x	109	x
O=c1[nH]nnc2cc(Cl)ccc12	76&70	94&117	105&99	96&103	99&124	117&114	100&105	116&104
CN(c1ccccc1)c1ccc2c(c1)OCCC21CC1Nc1cnccc1C(=O)O (stereo not given)	87	73	80	96	75	69	83	75

Remaining list, next part:
smiles	UO-31	786-0	TK-10	OVCAR-5	OVCAR-4	SK-OV-3	SN12C	IGROV1
COc1cc(C=C2C(=O)N(C)C(=O)N(C)C2=O)cc(CN2CCOCC2)c1O	78	97	95	101	107	x	96	109
CCOc1ccc2cc(-c3nn(CC4CCNCC4)c4ncnc(N)c34)ccc2n1	38&72	55&94	74&83	68&91	74&94	73&86	87	55&94
CC1(C)COC(c2ccccc2Cl)OC1	90	118	110	104	122	128	104	114
COc1ccc(-c2cc(C(=O)N3CCC(Cc4ccccc4)CC3)nn2-c2ccc(S(C)(=O)=O)cc2)cc1	87	93	112	105	99	115	97	108
C=C1C(=O)O[C@H]2[C@H]1CC/C(COC(=O)c1cccnc1N)=C\CC[C@@]1(C)O[C@@H]21	13	9.1*	-6.5*	36	55	71	10	14
O=c1oc2ccc(Br)cc2cc1-c1csc(N=Nc2c(O)[nH]c3ccc(Br)cc23)n1	95	103	103	96	x	x	100	109
COc1nc2c(c(=O)n1C)C1(C(=O)N(C)c3ccccc31)c1c(nc(OC)n(C)c1=O)N2	89	106	120	92	110	118	103	105
CC1CC(C)(C)OC(c2ccc(C(C)C)cc2)O1 (stereo not given)	91	114	116	109	117	112	119	120
C#CCC#CCN1CCC[C@H]1C(=O)NCC(=O)OC	99	101	99	107	97	101	98	104
CC(=O)O[C@H]1CC[C@]2(C)[C@H]3CC[C@]4(C)[C@@H](C(C)=O)CC[C@H]4[C@@H]3C[C@@H]3O[C@@]32C1	90	117	103	111	108	104	101	x
CN(Cc1ccccc1)c1nc(Cl)c(C2CC(c3ccc(Cl)cc3)=NN2c2cc(Cl)cc(Cl)c2)s1 (stereo not given)	97	94	117	113	98	93	106	102
O=Cc1ccc2nc(C(Cl)(Cl)Cl)ccc2c1	82	99	101	108	110	90	104	93
Cc1ccc(-c2nc(C(=O)O)c(S(=O)(=O)c3ccc(C)cc3)o2)cc1	78	102	97	84	108	96	101	105
CC(C)=Cc1cc(-c2cc(C=C(C)C)[nH]n2)n[nH]1	x	97	107	116	106	110	104	108
COc1ccc(C2=Nn3c(nn4c(SCC(=O)c5ccccc5)nnc34)SC2)cc1	90	98	115	109	109	110	107	99

The listing continues:
smiles	UO-31	786-0	TK-10	OVCAR-5	OVCAR-4	SK-OV-3	SN12C	IGROV1
COc1ccc2nc(C)cc(-n3cc(Cn4nc(-c5ccc(C)cc5)c5c(N)ncnc54)nn3)c2c1	36	57	43	68	64	84	54	40
CCCCCCCCCCCC(=O)OCc1ccccc1	98	104	x	104	109	89	110	114
COc1ccccc1/C(C)=N/n1c(N)nc(SC)c(C#N)c1=O	80	103	179	110	118	145	101	101
Cc1ccc(S(=O)(=O)NCCCCC(N)C(=O)O)cc1 (stereo not given)	94	94	100	92	95	114	104	81
N#Cc1c(Nc2ccccc2)nc2n(c1=O)-c1ccccc1Sc1ccccc1-2	53	90	105	110	58	95	78	64
N#CCC(=O)Nc1nnc(-c2ccc(Cl)cc2)o1	75	102	118	105	108	92	103	98
COc1cc(-n2c(-c3ccc(OCCO)cc3)nnc2-c2ccc(OCCO)cc2)cc(OC)c1OC	49[6.25 µM]	112[6.25 µM]	106[6.25 µM]	113[6.25 µM]	74[6.25 µM]	78[6.25 µM]	91[6.25 µM]	94[6.25 µM]
CCCCCCCCCCCC(=O)N1CCOCC1	80	107	87	91	95	116	92	94
CC1NC2CCCCC2C1CCNC(=O)C1CCN(C(=O)C2CCCCC2F)CC1 (stereo not given)	77	106	110	100	98	106	101	99
O=C(CCl)Oc1cc(Cl)c(Cl)cc1Cl	98	101	104	109	100	110	107	118
CCCCCN(CCCCC)C(=O)C(CCC(=O)O)NC(=O)c1ccc(Cl)c(Cl)c1 (stereo not given)	80	106	124	102	115	114	100	107
N#Cc1ncc(-c2ccc(C(F)(F)F)cc2)c(NCCCC(F)(F)C(F)(F)C(F)(F)C(F)(F)C(F)(F)C(F)(F)C(F)(F)C(F)(F)F)n1	98	100	95	106	117	94	108	112
CCC(C)OC(=O)c1ccccc1C(=O)O (stereo not given)	94	93	108	87	105	93	103	115
Nc1cc2[nH]c(=O)c3ccccc3c2cc1Br	41	104	45	61	59	88	73	60
COc1ccc2nc3cc([N+](=O)[O-])ccc3c(NNc3ccccc3)c2c1	91	-19*	60	x	73	72	92	88

Next section.
smiles	UO-31	786-0	TK-10	OVCAR-5	OVCAR-4	SK-OV-3	SN12C	IGROV1
COc1nc(N(C)O)nc(N(C)O)n1	37	8.8*	32	54	33	32	42	55
O=[N+]([O-])c1ccc(NC(=S)NNC(=S)Nc2ccc(Br)cc2)cc1	70	99	127	91	98	100	88	72
COc1cnc2c(c1)C(=O)c1c-2n(CCCn2ccnc2)c(=O)c2cc(OC)c(OC)cc12	-91*	-15*	-91*	-41*	-18*	-32*	3.7*	-21*
CC(=O)N1N=C(c2ccc3c(c2)OCO3)CC1c1cccc(Nc2ccnc3cc(C(F)(F)F)ccc23)c1 (stereo not given)	63	83	90	101	72	93	96	87
CC1(C)CC[C@]2(C(=O)N3CCOCC3)CC[C@]3(C)C(=CC[C@@H]4[C@@]5(C)CC[C@H](OC(=O)c6cccnc6)C(C)(C)[C@@H]5CC[C@]43C)[C@@H]2C1	63	62	83	76	61	88	74	70
C[C@]12C=CC(=O)C=C1CCC1C2[C@@H](O)C[C@@]2(C)C1CC[C@]2(O)C(=O)CO (stereo not given in full)	85	103	110	x	110	72	58	101
O=C1CC[C@@H](C(=O)N[C@H]2CSSC[C@@H](C(=O)N/C=C/c3ccccc3)NC(=O)[C@H](Cc3ccccc3)NC(=O)[C@@H]3CCCN3C(=O)[C@@H]3CCCN3C2=O)N1	101	99	100	98	113	87	x	x
Nc1c(C(=O)Nc2ccc(Cl)c(Cl)c2)sc2nc(-c3cccs3)ccc12	84	88	87	94	56	105	89	122
CCOC(=O)c1c2c(c(C)n1Cc1ccc(OC)cc1)-c1nc(N)ncc1CC2	90	99	130	103	112	107	95	x
Cc1csc(NC(=O)c2sc3nc(-c4cccs4)ccc3c2N)n1	88	x	118	116	114	96	98	109
COc1cc(CNc2cc(C(C)(C)C)nn2-c2ccccc2)cc(OC)c1OC	72	95	117	112	93	94	100	64
Cc1cccc[n+]1CC(=O)O	91	95	89	92	106	107	x	106
O=[N+]([O-])c1ccc2c(c1)Cc1cc(Br)ccc1-2	97	103	104	104	x	106	95	106
Nc1nc(Nc2ccccc2)c2ncn(Cc3cc4c(cc3Br)OCO4)c2n1	40	20	35	32	41	11	8.0*	38
OC(COc1ccccc1)CN1CCN(c2ccccc2Cl)CC1 (stereo not given)	90	101	108	107	108	106	102	114

(cont.)
smiles	UO-31	786-0	TK-10	OVCAR-5	OVCAR-4	SK-OV-3	SN12C	IGROV1
COc1ccc2oc3c4[nH]c5ccccc5c4c4c(c3c2c1)C(=O)N(C(=O)OC(C)(C)C)C4=O	-13*	12	-11*	6.8*	-6.7*	-25*	-19*	-1.2*
CC(C)OC(=S)SSC(=S)OC(C)C	99	99&103	107	99&112	116&107	91&106	96&105	110
NS(=O)(=O)c1ccc(C(=O)NNC(=O)Nc2nc3ccccc3s2)cc1	63	97	130	100	93	86	96	72
COc1ccc(CNc2cc3cc(OC)c(OC)cc3c(C)n2)cc1CN1CCOCC1	86	97	95	83	80	87	88	104
C=CCn1c(SCC(=O)Nc2ccc(C(=O)/C=C/c3ccc(Cl)cc3)cc2)nnc1-c1ccc(OC)cc1	80	39	x	102	46	82	74	88
C=C(c1ccc(C(=O)O)c(F)c1)c1cc2c(cc1C)C(C)(C)C=CC2(C)C	81	89	94	111	81	73	83	90
COc1cc2c3c(c(=O)oc2cc1OS(C)(=O)=O)CCCCCC3	76	92	110	77	x	96	93	91
O=S(=O)(NCCNc1nccc(-c2c(-c3ccc(F)c(O)c3)nc3sccn23)n1)c1ccc(O)cc1	6.5*	50	46	104	34	54	38	36
Oc1ccc(C(c2ccc(O)cc2)C(Cl)(Cl)Cl)cc1	75	102	105	89	94	118	85	93
COc1cc(/C=N/NC(=O)c2cnn(CC(O)c3ccccc3)c2N)ccc1Oc1ccccc1 (stereo not given)	75	91	85	103	99	65	72	102
Cc1ccc(S(=O)(=O)NC(=O)CCC(=O)Nc2ccc(O)cc2)cc1	89	106	103	111	122	92	106	109
CCC(C#N)C1=CCCCC1 (stereo not given)	92	101	99	93	x	112	102	107
CCOC(=O)C(NC(=O)c1ccccc1)C(C)(C)SCc1ccccc1 (stereo not given)	64	91	102	90	105	93	84	77
CCCCCCCCCCCC(=O)OC/C=C\Cl	96	109	110	98	115	108	94	98
NC(N)=Nc1nc2ccc(Cl)cc2[nH]1	89	x	112	101	97	125	107	107

A second format for 4 compounds above:
O=S(=O)(NCCNc1nccc(-c2c(-c3ccc(F)c(O)c3)nc3sccn23)n1)c1ccc(O)cc1
  UO-31 = 6.5*
  786-0 = 50
  TK-10 = 46
  OVCAR-5 = 104
  OVCAR-4 = 34
  SK-OV-3 = 54
  SN12C = 38
  IGROV1 = 36
Oc1ccc(C(c2ccc(O)cc2)C(Cl)(Cl)Cl)cc1
  UO-31 = 75
  786-0 = 102
  TK-10 = 105
  OVCAR-5 = 89
  OVCAR-4 = 94
  SK-OV-3 = 118
  SN12C = 85
  IGROV1 = 93
COc1cc(/C=N/NC(=O)c2cnn(CC(O)c3ccccc3)c2N)ccc1Oc1ccccc1 (stereo not given)
  UO-31 = 75
  786-0 = 91
  TK-10 = 85
  OVCAR-5 = 103
  OVCAR-4 = 99
  SK-OV-3 = 65
  SN12C = 72
  IGROV1 = 102
Cc1ccc(S(=O)(=O)NC(=O)CCC(=O)Nc2ccc(O)cc2)cc1
  UO-31 = 89
  786-0 = 106
  TK-10 = 103
  OVCAR-5 = 111
  OVCAR-4 = 122
  SK-OV-3 = 92
  SN12C = 106
  IGROV1 = 109

More records follow:
smiles	UO-31	786-0	TK-10	OVCAR-5	OVCAR-4	SK-OV-3	SN12C	IGROV1
Cc1ccc(S(=O)(=O)NC(=O)NN2CC3CCCC3C2)cc1 (stereo not given)	88&83	99&98	102&111	113&99	117&116	109&117	107&105	100&103
CC(=O)N/N=C1\CC2CCC1(C)C2(C)C (stereo not given)	101	103	107	102	116	101	107	105
c1ccc(COc2ccc(Nc3ncnc4sc5c(c34)CCCC5)cc2)cc1	85	94	85	98	101	102	92	107
CCO/C=N/C1=C(C#N)C(c2ccc(F)cc2)c2sc3c(C)cccc3c2O1 (stereo not given)	28	20	66	26	51	67	17	19
CCOC(=O)C=C(C)C	87	109	128	102	112	106	95	109
O=C1C=CC(=O)N1c1ccc(Cc2ccc(N3C(=O)C=CC3=O)cc2)cc1	82	97	92	86	201	101	96	90
CC(=O)c1cc2c(C)cc(=O)oc2cc1OCCN1CCOCC1	80	104	111	94	106	109	99	103
Nc1ncnc2c1c(-c1ccc(Oc3ccccc3)cc1)nn2CC1SSCC1O (stereo not given)	-3.6*	64	8.9*	81	67	44	49	16
CC(C)CCC[C@@H](C)[C@H]1CC[C@H]2[C@@H]3CC[C@H]4C[C@@H](N(C)C)CC[C@]4(C)[C@H]3CC[C@]12C	90	111	104	97	108	109	97	x
COc1ccc(NC(=O)c2ccc3c(c2)nc(-c2cc4ccccc4[nH]c2=O)n3-c2cc(C(C)(C)C)[nH]n2)cc1	86	92	107	96	87	111	93	81
N#C/C(=C\NCc1ccc(Cl)cc1)S(=O)(=O)c1ccccc1	87	100	126	108	107	106	102	109
CC1(C)C=C(C(=O)ON2C(=O)CCC2=O)C(C)(C)N1O	86	100	109	107	112	95	109	102
c1ccc(-c2cc(-c3nnc(SCCN4CCOCC4)n3-c3ccccc3)c3ccccc3n2)cc1	75	112	131	99	104	105	98	99
O=C1CCCCC1(c1ccccc1)c1ccccc1	99	109	x	97	72	101	104	101
CN1CCN(c2ccc(NC(=O)c3cncnc3Nc3ccc(OCc4ccccn4)c(Cl)c3)cc2)CC1	-72*	-82*	92	46	62	99	59	79

Assay outcomes: PubChem BioAssay, NCI
